ROS inducer: ROS inducers in U2OS cancer cells, primary screen, cell-based, H2DCF-DA fluorescence; U2OS ROS induction; ROS induction (% of piperlongumine), % at 10 µM; actives 2% (n = 46,000); AID 624156, 2012; in the data active = ROS induction above about 79%, passing the limit was not always enough;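 note: 0% = DMSO vehicle median and 100% = reference compound median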
* marks the source's active call; other numbers are inactive results. Not all compounds are listed, so the mix of outcomes need not match the whole.

cpd | smiles | ROS inducer
1 | C[C@@H]1CCCCO[C@@H](CN(C)C(=O)CCC(F)(F)F)[C@@H](C)CN([C@H](C)CO)C(=O)c2cc(NS(=O)(=O)c3cccs3)ccc2O1 | 51
2 | Cc1noc(C)c1S(=O)(=O)N(C)C[C@@H]1Oc2c(NC(=O)C3CC3)cccc2C(=O)N([C@@H](C)CO)C[C@@H]1C | -5
3 | C=CCOC(=O)[C@H]1[C@@H]2C(=O)O[C@@H](c3ccccc3)[C@@H](c3ccccc3)N2[C@@H](c2ccc(OCCOC(=O)[C@@H]3C[C@@H]4C(=O)N[C@@H](Cc5ccccc5)C(=O)N4[C@@H]3c3ccc(O)cc3)cc2)[C@]12C(=O)Nc1ccc(I)cc12 | -8
4 | COC(=O)C1=C(C)Nc2c(c(=O)n(C)c(=O)n2C)C1c1cccc(OCc2ccccc2)c1 (centres undefined) | 40
5 | CC1CCCCN1C(=O)Nc1cccc(C(F)(F)F)c1 (centres undefined) | -9
6 | Cc1ccc(S(=O)(=O)Nc2ccc3c(c2)C(=O)N([C@H](C)CO)C[C@H](C)[C@H](CN(C)S(=O)(=O)c2c(C)noc2C)O3)cc1 | 3
7 | Cc1cc(-c2ccccn2)n[nH]c1=O | 18
8 | CCOc1ccc(NC(=O)CC(C)Cc2cc(C)cc(C)c2)cc1 (centres undefined) | -10
9 | COc1ccc(S(=O)(=O)Nc2ccc3c(c2)CC(=O)N([C@H](C)CO)C[C@@H](C)[C@H](CN(C)C(=O)Nc2c(C)noc2C)O3)cc1 | 44
10 | C[C@H]1CN([C@@H](C)CO)C(=O)Cc2cc(NS(=O)(=O)c3cccs3)ccc2O[C@H]1CN(C)Cc1ccc(C(=O)Nc2ccccc2N)cc1 | 40
11 | C[C@@H]1CCCCO[C@@H](CN(C)C(=O)CCCN(C)C)[C@@H](C)CN([C@H](C)CO)C(=O)c2cc(NC(=O)Nc3ccc(C(F)(F)F)cc3)ccc2O1 | 2
12 | CCNC(=O)c1cccc(OC)c1 | -7
13 | CCOC(=O)/C=C1\CC(=O)Nc2cc(C)c(C)cc2N1 | 8
14 | C[C@@H]1CN([C@@H](C)CO)C(=O)c2cc(NS(=O)(=O)c3cccs3)ccc2O[C@@H]1CN(C)S(=O)(=O)c1ccccc1 | -11
15 | COC(=O)N(C)C[C@@H]1OCc2cn(nn2)CCCC(=O)N([C@@H](C)CO)C[C@@H]1C | 8
16 | Cc1noc(C)c1NC(=O)N(C)C[C@H]1Oc2c(NS(=O)(=O)c3cccs3)cccc2C(=O)N([C@H](C)CO)C[C@@H]1C | -5
17 | Cc1noc(C)c1NC(=O)N(C)C[C@H]1Oc2ccc(NC(=O)Nc3cccc4ccccc34)cc2CC(=O)N([C@@H](C)CO)C[C@H]1C | -9
18 | O=C(COc1ccc(Cl)cc1)NC(=S)Nc1ccccc1N1CCOCC1 | 0
19 | COc1ccc(S(=O)(=O)Nc2ccc3c(c2)C(=O)N([C@H](C)CO)C[C@H](C)[C@H](CN(C)S(=O)(=O)c2ccccc2)O3)cc1 | -1
20 | Cc1sc(NC(=O)c2cnccn2)c(C(N)=O)c1-c1ccccc1 | -6

More compounds follow.
cpd | smiles | ROS inducer
21 | CS(=O)(=O)NCCOc1ccccc1 | 3
22 | COC(=O)c1ccccc1NC(=O)CSc1n[nH]c(-c2ccncc2)n1 | 0
23 | Cc1ccc(C(=O)Oc2ccc3oc(=O)sc3c2)cc1 | -12
24 | Nc1cc2ncnc(Nc3cccc(Br)c3)c2cc1N | 18
25 | Cn1c(=O)c2c(nc(SCCNS(=O)(=O)c3ccccc3)n2C)n(C)c1=O | -5
26 | COc1ccc(-n2c(SCC(=O)Nc3ccccc3C)nc3ccccc3c2=O)cc1 | 20
27 | C[C@@H]1CN([C@@H](C)CO)C(=O)c2cccc(NC(=O)C3CC3)c2O[C@@H]1CN(C)S(=O)(=O)c1ccc(Cl)cc1 | -10
28 | CCc1ccc(-c2nc3ccccc3c(=O)o2)cc1 | 67
29 | Cc1ccc2c(c1)C(=O)CCCC1C(=O)N2CCN1C(=O)c1ccccc1 (centres undefined) | -7
30 | CCc1ccc(OCCCC(=O)Oc2ccc3c(c2)oc(=O)c2ccccc23)cc1 | -5
31 | C[C@H]1CN([C@@H](C)CO)C(=O)c2cc(NC(=O)Nc3ccc(C(F)(F)F)cc3)ccc2O[C@H]1CN(C)C(=O)Nc1ccc(F)cc1 | 8
32 | Cc1nc2c(ccc3nc(NC(=O)c4cccc(Oc5ccccc5)c4)sc32)s1 | 4
33 | Cc1onc(-c2c(Cl)cccc2Cl)c1NC(=O)OCCOc1cc(C(F)(F)F)ccn1 | 4
34 | COc1ccc(NC(=O)CC2(CC(=O)O)CCCC2)cc1 | -8
35 | COc1cc(NS(=O)(=O)c2ccc(N)cc2)ncn1 | 2
36 | Nc1ccc(N=Nc2ccccc2)c(N)n1 | -1
37 | CSC(=Nc1ccc(Cl)cc1)NC#N | 13
38 | CC(C)NC(=O)Nc1ccc2c(c1)C(=O)N([C@H](C)CO)C[C@@H](C)[C@H](CN(C)C(=O)Nc1ccc(C(F)(F)F)cc1)O2 | -2
39 | C[C@@H]1CN([C@@H](C)CO)C(=O)c2cccc(NS(C)(=O)=O)c2O[C@H]1CN(C)Cc1ccc(C(=O)Nc2ccccc2N)cc1 | -6
40 | CC1CN=C(NS(=O)(=O)c2ccccc2)N1 (centres undefined) | -11

Next compounds follow.
cpd | smiles | ROS inducer
41 | COc1ccc(S(=O)(=O)Nc2cccc3c2O[C@@H](CN(C)Cc2ccc(-c4ccccc4)cc2)[C@H](C)CN([C@@H](C)CO)C3=O)cc1 | 37
42 | CCC(Sc1nnc(N)s1)C(=O)Nc1c(C)cccc1C (centres undefined) | -6
43 | C[C@@H]1CN([C@@H](C)CO)C(=O)c2cc(NS(=O)(=O)c3ccccc3)ccc2O[C@H]1CN(C)S(C)(=O)=O | -4
44 | C[C@H](CO)N1C[C@H](C)[C@@H](CN(C)Cc2ccc(Oc3ccccc3)cc2)Oc2c(NC(=O)NC3CCCCC3)cccc2C1=O | 13
45 | C[C@@H]1CN([C@H](C)CO)C(=O)CCCn2cc(nn2)CO[C@@H]1CN(C)C(=O)Nc1cccc(C(F)(F)F)c1 | 4
46 | CCOC(=O)C(C)Sc1ncnc2nc[nH]c12 (centres undefined) | -14
47 | C[C@@H]1CN([C@H](C)CO)C(=O)Cc2cc(NC(=O)NC3CCCCC3)ccc2O[C@H]1CN(C)CC1CC1 | 9
48 | CCCN(C)C[C@@H]1OCCCC[C@@H](C)Oc2ccc(NC(=O)c3ccccc3)cc2C(=O)N([C@H](C)CO)C[C@@H]1C | 16
49 | C[C@H]1CN([C@@H](C)CO)C(=O)c2cccc(NC(=O)Nc3ccc(F)cc3)c2O[C@H]1CN(C)Cc1ccccc1 | 9
50 | C/C=C/c1ccc(O)cc1C(=O)C(C)O (centres undefined) | -3
51 | Cc1noc(C)c1-c1nc(CS(=O)(=O)Cc2ccc(Cl)cc2)no1 | -8
52 | O=C1NC(c2ccccc2)(C(F)(F)F)SC2=NCCCN12 (centres undefined) | -7
53 | C[C@@H]1CN([C@H](C)CO)C(=O)Cc2cc(NC(=O)c3ccncc3)ccc2O[C@H]1CN(C)Cc1ccccc1 | -3
54 | C[C@H]1CN([C@@H](C)CO)C(=O)c2cc(NC(=O)CCCCCC(=O)Nc3ccccc3N)ccc2O[C@H]1CN(C)S(=O)(=O)c1ccc(Cl)cc1 | -4
55 | C[C@H](CO)N1C[C@H](C)[C@H](CN(C)C(=O)Nc2ccc3c(c2)OCO3)Oc2ccc(NC(=O)c3ccncc3)cc2CC1=O | -9
56 | CNC[C@@H]1Oc2ccc(NS(C)(=O)=O)cc2C(=O)N([C@H](C)CO)C[C@@H]1C | 6
57 | CC1(C)CC(=O)C2=C(C1)C(c1cccnc1)Nc1ccc3ccccc3c12 (centres undefined) | 17
58 | C[C@H](CO)N1C[C@H](C)[C@H](CN(C)C)Oc2ccc(NC(=O)Nc3ccc(C(F)(F)F)cc3)cc2C1=O | 18
59 | C[C@@H]1CN([C@@H](C)CO)C(=O)c2cccc(NS(C)(=O)=O)c2O[C@H]1CN(C)Cc1ccccc1 | -9
60 | Cc1ccc(S(=O)(=O)Nc2ccc3c(c2)CC(=O)N([C@@H](C)CO)C[C@@H](C)[C@@H](CN(C)Cc2ccc(Oc4ccccc4)cc2)O3)cc1 | 25

Remaining list, next part:
cpd | smiles | ROS inducer
61 | C[C@@H]1CN([C@@H](C)CO)C(=O)CCCn2cc(nn2)CO[C@H]1CN(C)Cc1ccc(-c2ccccc2)cc1 | 3
62 | Cc1noc(C)c1NC(=O)Nc1cccc2c1O[C@@H](CN(C)C(=O)Nc1ccc3c(c1)OCO3)[C@H](C)CN([C@@H](C)CO)C2=O | 7
63 | N#Cc1cccc(CSc2nnc(SCc3cccc(C#N)c3)s2)c1 | 18
64 | COc1cc(/C=N/NC(=O)c2ccccn2)c(Br)cc1O | 3
65 | C[C@H](CO)N1C[C@H](C)[C@H](CN(C)Cc2ccc(Oc3ccccc3)cc2)Oc2ccc(NS(=O)(=O)c3cn(C)cn3)cc2CC1=O | 29
66 | O=C(Nc1ccccc1)/C(=C/c1ccccc1)NC(=O)c1ccccc1 | -3
67 | Cc1cccc(N2CCN(C(=O)CC3(CC4=NS(=O)(=O)c5ccccc5N4)CCCC3)CC2)c1C | 172*
68 | COc1cc(CCC(O)CC(O)CCc2ccc(O)c(O)c2)ccc1O (centres undefined) | 6
69 | COc1ccc(NC(=O)N(C)C[C@H]2Oc3ccc(NC(=O)Cc4ccccc4)cc3C(=O)N([C@@H](C)CO)C[C@@H]2C)cc1 | -1
70 | NC(=O)Cn1nnc2sc3c(c2c1=O)CCCC3 | -6
71 | CNC[C@H]1Oc2c(cccc2N(C)C)C(=O)N([C@H](C)CO)C[C@H]1C | -14
72 | C=C[C@@]1(C)CC(=O)[C@]2(O)[C@@]3(C)[C@@H](O)CCC(C)(C)[C@@H]3[C@H](O)[C@H](OC(=O)CCCN3CCN(C)CC3)[C@@]2(C)O1 | -5
73 | CCn1c(SCC(=O)c2cccc([N+](=O)[O-])c2)nnc1-c1ccc(Cl)cc1Cl | 1
74 | C[C@H]1CN([C@@H](C)CO)C(=O)c2cccc(NC(=O)Nc3ccc4c(c3)OCO4)c2O[C@@H]1CN(C)S(=O)(=O)c1ccc(Cl)cc1 | 16
75 | Cc1noc(C)c1NC(=O)N(C)C[C@H]1Oc2ccc(NC(=O)C3CCCCC3)cc2C(=O)N([C@@H](C)CO)C[C@H]1C | 3
76 | Cc1ccc2c(C(=O)Nc3sc4c(c3C(N)=O)CCCCC4)cc(-c3ccccn3)nc2c1C | 1
77 | CC(=O)OCC(=O)Nc1ccccc1C#N | -9
78 | COc1ccc(CN(C)C[C@@H]2Oc3ccc(NC(=O)Nc4ccc5c(c4)OCO5)cc3CC(=O)N([C@@H](C)CO)C[C@@H]2C)cc1 | 16
79 | C[C@@H]1CN([C@H](C)CO)C(=O)c2cc(N(C)C)ccc2O[C@H]1CN(C)CC1CCCCC1 | 8
80 | CC(=O)OC(C)(C)[C@@H]1Cc2cc3ccc(=O)oc3cc2O1 | 3

4 entries from above, with each value named:
70) NC(=O)Cn1nnc2sc3c(c2c1=O)CCCC3
  ROS inducer: -6
64) COc1cc(/C=N/NC(=O)c2ccccn2)c(Br)cc1O
  ROS inducer: 3
73) CCn1c(SCC(=O)c2cccc([N+](=O)[O-])c2)nnc1-c1ccc(Cl)cc1Cl
  ROS inducer: 1
66) O=C(Nc1ccccc1)/C(=C/c1ccccc1)NC(=O)c1ccccc1
  ROS inducer: -3

Numbers 76 to 80 of the list above:
cpd | smiles | ROS inducer
76 | Cc1ccc2c(C(=O)Nc3sc4c(c3C(N)=O)CCCCC4)cc(-c3ccccn3)nc2c1C | 1
77 | CC(=O)OCC(=O)Nc1ccccc1C#N | -9
78 | COc1ccc(CN(C)C[C@@H]2Oc3ccc(NC(=O)Nc4ccc5c(c4)OCO5)cc3CC(=O)N([C@@H](C)CO)C[C@@H]2C)cc1 | 16
79 | C[C@@H]1CN([C@H](C)CO)C(=O)c2cc(N(C)C)ccc2O[C@H]1CN(C)CC1CCCCC1 | 8
80 | CC(=O)OC(C)(C)[C@@H]1Cc2cc3ccc(=O)oc3cc2O1 | 3

Next part.
cpd | smiles | ROS inducer
81 | C[C@@H]1CN([C@H](C)CO)C(=O)c2cc(NC(=O)Nc3cccc4ccccc34)ccc2O[C@H]1CN(C)C | -11
82 | C[C@H](CO)N1C[C@H](C)[C@@H](CN(C)CC2CCCCC2)Oc2ccc(NC(=O)c3ccncc3)cc2C1=O | -1
83 | COc1cccc(-c2nc(-c3ccccc3)[nH]c2-c2cccc(OC)c2)c1 | 69
84 | COc1ccc([C@@H](C)C(=O)c2ccc(O)cc2O)cc1 | -1
85 | C[C@H](CO)N1C[C@H](C)[C@H](CN(C)Cc2ccc(Cl)c(Cl)c2)Oc2c(NC(=O)Nc3ccc(C(F)(F)F)cc3)cccc2C1=O | 1
86 | C[C@@H]1CN([C@H](C)CO)C(=O)c2cc(NS(C)(=O)=O)ccc2O[C@@H]1CN(C)C(=O)Nc1ccccc1 | -7
87 | C=CC[C@]1(C(=O)N(C)C)N=C(c2ccc(OCCCO)cc2)O[C@H]1c1ccccc1 | -4
88 | Cc1ccc(NC(=O)Cn2nc(C)c([N+](=O)[O-])c2C)cc1C | 169*
89 | COc1ccc(OC)c(S(=O)(=O)N(C)CC(=O)Nc2ccccc2F)c1 | -1
90 | O=C(CC1NC2CCCCC2NC1=O)Nc1ccc(F)cc1 (centres undefined) | 3
91 | C[C@@H]1CN([C@H](C)CO)C(=O)c2cc(NC(=O)NC3CCCCC3)ccc2O[C@@H]1CN(C)C(=O)Nc1cccc2ccccc12 | -11
92 | CS(=O)CCNC(=O)Nc1ccc(Cl)c(Cl)c1 (centres undefined) | -10
93 | C[C@@H]1CN([C@H](C)CO)C(=O)c2cc(NC(=O)Cn3cnnn3)ccc2O[C@H]1CN(C)S(=O)(=O)c1ccccc1 | -7
94 | CCOC(=O)c1ccc(NC(=O)C2CC(C)=C(C)CC2C(=O)O)cc1 (centres undefined) | 64
95 | CN(C)C(=S)Nc1ccc(S(=O)(=O)N2CCCCC2)cc1 | -8
96 | CN1C(=O)C(=Cc2cccn2-c2ccc(N(C)C)cc2)C(=O)N(C)C1=S | 26
97 | Cc1ccc(S(=O)(=O)N[C@H](Cc2ccccc2)C(=O)CCl)cc1 | -6

Screens deposited in PubChem BioAssay by Broad Institute.
